CFTR F508del cor: F508del CFTR correction, initial screen, CFBE line, single point | CFBE cells, YFP halide quenching; stimulated with forskolin plus potentiator P3; % fluorescence drop versus neutral controls | activity (quench increase), % at 7.58 µM | actives 0.36% (n = 350,000);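 active = mean added fluorescence quench of at least 8% versus neutral control, with both replicates also reaching 8%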;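 note: cells transiently co-express mutant CFTR-F508del with the halide-sensitive YFP; corrector assay measuring rescue of mutant channel to the surface after 24 h compound exposure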
GSIS activator: GLuc luminescence reporter in INS-1E cells, primary screen for activators of glucose-dependent secretion of insulin. INS-1E GLuc reporter insulin secretion, 2-3 h. activation, % at 16.6 µM. actives 0.61% (n = 370,000). AID 743287, 2014;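 active = lowest replicate activation of at least 40%, so every replicate reaches that level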;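 note: 0% = median of neutral control wells and 100% = median of IBMX positive control wells; some compounds called inactive have numbers as strong as hits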
FN deposition inh: inhibitors of fibronectin matrix deposition, primary screen, AH1F cells, Alexa488-fibronectin fluorescence, plate reader; actives 0.086% (n = 350,000); AH1F fibroblasts, overnight; AID 743247, 2014; inhibition, % at 12.6 µM;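 active = mean inhibition across replicates of 30% or more, regardless of how many single replicates reach that level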;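 note: positive control wells lacked labelled fibronectin entirely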
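Assay system: AH1F fibroblast monolayer, labelled fibronectin deposition. Amount: 10000 cells per well. Also added: labelled fibronectin 24 nM. Compound: single-point pinned compound. Incubation: cell attachment 1 h, compound and FN exposure overnight. Detection: fluorescence after three HBSS washes, excitation 485 nm, emission 525 nm. Read-out: inhibition of fibronectin deposition signal.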
C2C12 statin: suppressors of statin myotoxicity in C2C12 myotubes, primary screen, cell-based, single point, plate reader | C2C12 myotubes + simvastatin, ATP luminescence, 48 h; scaled: DMSO 0, geranylgeraniol control 100 | rescue of ATP level, % at 7.49 µM | actives 0.78% (n = 330,000);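 active = mean ATP rescue above about 67%, or every replicate alone reaching that limit, limit read from the data, passing the limit was not always enough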;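 note: myotubes were challenged with 10 µM simvastatin during compound exposure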
miR122 inh: miR-122 Renilla sensor signal increase in Huh7, primary screen, miR-122 inhibitor project, cell-based, single point, plate reader | Huh7 miR-122 Renilla luciferase sensor, 48 h; neutral wells = 0, positive control = 100 | activation (reporter increase), % at 12.5 µM | actives 0.3% (n = 340,000) | AID 602342, 2012;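 active = mean replicate activation score at least 90 and every replicate individually at or above 90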;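 note: higher luciferase means less miR-122 activity so hits act as miR-122 inhibitors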
PglD inh: C. jejuni PglD acetyltransferase inhibitors, primary screen, biochemical, DTNB colorimetric, single point. actives 0.098% (n = 360,000). AID 602405, 2012. UDP-N-acetylbacillosamine N-acetyltransferase PglD (Campylobacter jejuni). purified PglD enzyme, DTNB colorimetric CoA detection. inhibition, % at 12.5 µM; in the data active = inhibition above about 16%, passing the limit was not always enough; note: strong numbers were not always called active
PGC1a acetyl inh: inhibitors of PGC1a acetylation signal, primary screen, cell-based, U2OS, AlphaScreen, inhibitor mode; AlphaScreen anti-acetyl-lysine; with virally co-expressed GCN5 acetyltransferase; inhibition, % at 15.6 µM; actives 0.17% (n = 350,000); AID 651687, 2012;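 active = every replicate shows inhibition of at least 40%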;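 note: 0% = neutral control wells and 100% = positive control wells; some results beyond the cut were filed as inactive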
Cneo AK release: Cryptococcus neoformans cell lysis inducers, primary screen, AK release luminescence, single concentration | lysis activity, % at 15 µM | C. neoformans lysis, adenylate kinase release luminescence, 4 h; normalised: neutral wells 0, clomiphene wells 100 | actives 0.2% (n = 360,000);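 active = mean lysis activity across replicates of at least 80%, whatever share of replicates individually reach that level; inactive = mean lysis activity below 80%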
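Material: C. neoformans cells | Amount: Yeast cell density of 5 × 10^6 cells/mL | Medium: Fresh YPD growth medium | Dosing: Single dose | Times: Static 4 h at 37 °C with compound, 1 h detection | Detection: AK luminescence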
An asterisk follows results filed as active; / = not tested or not shown; [ ] = remark or other dose.

1: O=C(CN(Cc1ccccc1)S(=O)(=O)c1ccc(F)cc1)NCc1ccccn1
2: CC(C)=CC(=O)Nc1ccc2c(c1)OCO2
3: C[C@@H]1CN([C@H](C)CO)C(=O)c2cc(NC(=O)Nc3cccc4ccccc34)ccc2O[C@@H](C)CCCCO[C@H]1CN(C)Cc1ccccc1
4: Cc1ccc(C(=O)COC(=O)C2CC3CCCC(C2)C3=O)cc1[N+](=O)[O-] (stereo unspecified)
5: CC1CCCC(C)N1S(=O)(=O)c1ccc(NC(=O)CCN2C(=O)C3CC=CCC3C2=O)cc1 (stereo unspecified)
6: COCCOC(=O)c1sc2nc[nH]c(=O)c2c1C
7: COC(=O)c1ccccc1NC(=O)CCS(=O)(=O)c1cc2c(cc1C)NC(=O)CO2
8: COc1ccc(-c2noc(CCc3ccccc3)n2)cc1
9: Cc1c(CCC(=O)NCCCN2CCCC2=O)c(=O)oc2cc(O)ccc12
10: Cc1cc(C)nc(SCC(=O)Nc2nccs2)n1

screen / no.	1	2	3	4	5	6	7	8	9	10
CFTR F508del cor	1.3	/	-3.2	-0.3	-1.4	1.8	1.5	-0.5	-2.3	5.6
GSIS activator	2	/	-39	-3	-19	18	/	-6	7	-9
FN deposition inh	4	/	5	3	0	-12	1	3	/	-2
C2C12 statin	-2	23	/	2	-16	/	0	/	8	-4
miR122 inh	/	-8	-26[16.7 µM]	/	/	-3	-1	/	-8	-9
PglD inh	3	-2	2	-7	3	/	2	2	3	4
PGC1a acetyl inh	/	12	-1	-2	/	2	7	-1	-4	13
Cneo AK release	2	-5	15	1	6	/	-1	-2	0	6

11: COc1ccc(C(=O)/C=C/N(C)C)cc1
12: Cc1ccc(C(=O)C(C)OC(=O)c2n[nH]c(=O)c3ccccc23)cc1 (stereo unspecified)
13: CCCc1ccc(C2C3=C(CC(C)(C)CC3=O)NC3=C2C(=O)c2ccccc23)cc1 (stereo unspecified)
14: CCOc1ccc(C(C)=O)cc1CSc1nnc(N)s1
15: Cn1cnnc1SCC(=O)c1ccc(O)c(O)c1
16: CN1C(=O)C2(C(C#N)=C(N)N(c3cc(Cl)cc(Cl)c3)C3=C2C(=O)CC(C)(C)C3)c2ccccc21 (stereo unspecified)
17: CC(C)(C)S(=O)N1Cc2cc(=O)n(Cc3ccccc3)c(CCO)c2[C@H]1CCO (stereo partly specified)
18: CCCNC(=O)Nc1ccc2c(c1)C(=O)N(C)[C@@H]1CC[C@H](CC(=O)NC)O[C@H]1CO2
19: COC(=O)[C@@H]1[C@@H](C)OC(=O)N[C@H]1c1ccccc1
20: COCC(=O)N(C)C[C@@H]1Oc2ncc(C#CCC3CCCC3)cc2C(=O)N([C@H](C)CO)C[C@H]1C

screen / no.	11	12	13	14	15	16	17	18	19	20
CFTR F508del cor	/	/	2.3	1.1	-2.0	/	1.0	0.7	-2.4	-0.3
GSIS activator	-2	/	-12	7	1	4	1	12	19	7
FN deposition inh	12	/	/	-1	2	/	11	7	-3	-7
C2C12 statin	5	/	35	/	-1	20	3	29	5	9
miR122 inh	4	0	34	/	-6	-4	/	17[16.7 µM]	/	47[16.7 µM]
PglD inh	1	5	9	/	-5	/	-4	-3	4	5
PGC1a acetyl inh	33	1	9	4	20	-2	/	-2	/	-5
Cneo AK release	/	1	0	/	-13	-11	1	-1	18	87*

Copied from the list:
PglD inh with cpd 12 stands at 5
Cneo AK release with cpd 17 stands at 1

Ordered by value in PglD inh (low to high): 4 of the compounds above.
no. | SMILES | PglD inh
17 | CC(C)(C)S(=O)N1Cc2cc(=O)n(Cc3ccccc3)c(CCO)c2[C@H]1CCO (stereo partly specified) | -4
11 | COc1ccc(C(=O)/C=C/N(C)C)cc1 | 1
1 | O=C(CN(Cc1ccccc1)S(=O)(=O)c1ccc(F)cc1)NCc1ccccn1 | 3
13 | CCCc1ccc(C2C3=C(CC(C)(C)CC3=O)NC3=C2C(=O)c2ccccc23)cc1 (stereo unspecified) | 9

Carrying on:
21: Cc1cc(C)c(C(=O)Nc2ccc(S(=O)(=O)Nc3ccccn3)cc2)c(C)c1
22: Cc1noc(C)c1NC(=O)N1C[C@@H](O)COC[C@@H]2O[C@@H](CC(=O)NCC3CCCCC3)CC[C@H]21
23: O=C(O)Cn1c(-c2ccccc2)nc2ccccc21
24: Cc1cccc(-c2nnc(SCC#N)n2-c2ccccc2)c1
25: C/C(N)=C(/C#N)C(=O)COC(=O)C1CSC2(c3ccc(F)cc3)CCC(=O)N12 (stereo unspecified)
26: O=c1[nH]c(CN2CCN(c3ccc(F)cc3)CC2)nc2ccccc12
27: C[C@H](CO)N1C[C@H](C)[C@@H](CN(C)Cc2ccc(Oc3ccccc3)cc2)Oc2ncc(-c3cncnc3)cc2C1=O
28: Fc1ccc(/C=N/NC(=S)Nc2ccc(Cl)cc2)cc1F
29: c1ccc2c(c1)ccc1nnc(SCc3ccc4c(c3)OCCO4)n12
30: CC(=O)NC(CCS(C)(=O)=O)C(=O)Nc1cccc(Cl)c1Cl (stereo unspecified)

screen / no.	21	22	23	24	25	26	27	28	29	30
CFTR F508del cor	1.6	0.9	/	/	-1.5	/	0.3	/	1.5	1.8
GSIS activator	-4	4	/	/	6	-8	0	5	7	23
FN deposition inh	-5	1	/	-1	-1	/	/	-7	-7	3
C2C12 statin	3	2	/	16	-11	-3	-3	7	12	5
miR122 inh	15	4[16.7 µM]	-3	6	1	/	-36[16.7 µM]	7	16	/
PglD inh	-1	-2	1	3	-2	0	/	10	-7	-2
PGC1a acetyl inh	19	3	-2	0	/	/	-9	18	-1	/
Cneo AK release	-3	-2	0	-1	0	8	/	10	2	-1

31: COc1ccc(NC(=O)C(Cc2ccccc2)n2cccc2)c(OC)c1 (stereo unspecified)
32: O=C(N/N=C/c1cccc(OC(=O)c2cccc(Br)c2)c1)c1ccncc1
33: CON(C)c1nc(OCCNC(=O)COc2ccc(Cl)cc2C)nc(N(C)C)n1
34: CC(C)(C)n1nnnc1CN1C2CCC1CC(NC(=O)Nc1ccccc1)C2 (stereo unspecified)
35: Cc1noc(C)c1C(=O)Nc1sc2c(c1C(N)=O)CCC2
36: O=C(c1ccccc1F)N1C[C@H]2[C@@H](c3ccccc31)[C@H](CO)N2C(=O)c1ccncc1
37: CCOc1ncccc1C(=O)OCC(=O)NC1CCCCC1
38: CC1CCc2ccccc2N1CC(=O)Nc1cccc(S(=O)(=O)N2CCCC2)c1 (stereo unspecified)
39: C[C@@H]1CCCCO[C@@H](CN(C)C(=O)C2CCCCC2)[C@@H](C)CN([C@H](C)CO)C(=O)c2cc(NS(C)(=O)=O)ccc2O1
40: CCCN(C)C[C@@H]1Oc2ncc(-c3cccnc3)cc2C(=O)N([C@H](C)CO)C[C@H]1C

screen / no.	31	32	33	34	35	36	37	38	39	40
CFTR F508del cor	-2.0	-2.8	/	/	/	-1.0	-2.2	1.4	-2.2	1.1
GSIS activator	-22	15	/	-12	/	9	7	-15	7	11
FN deposition inh	2	6	0	/	/	-7	-3	6	/	-3
C2C12 statin	/	3	22	/	-19	8	-3	8	-10	-1
miR122 inh	-3	-3	-6	-8	-8	-3[16.7 µM]	/	39	0[16.7 µM]	1[16.7 µM]
PglD inh	-1	1	9	0	5	0	3	2	-2	-4
PGC1a acetyl inh	-14	-2	-10	-8	-3	9	/	/	-8	1
Cneo AK release	3	5	2	-2	-2	43	-1	3	48	6

Single records (already shown). Order of screens: CFTR F508del cor, GSIS activator, FN deposition inh, C2C12 statin, miR122 inh, PglD inh, PGC1a acetyl inh, Cneo AK release
Listed for `CCCN(C)C[C@@H]1Oc2ncc(-c3cccnc3)cc2C(=O)N([C@H](C)CO)C[C@H]1C` : 1.1, 11, -3, -1, 1[16.7 µM], -4, 1, 6
Listed for `Cc1noc(C)c1C(=O)Nc1sc2c(c1C(N)=O)CCC2` : /, /, /, -19, -8, 5, -3, -2

Next results:
41: Cc1ccc(/C=N/NC(=O)c2nnn(-c3nonc3N)c2C(C)C)s1
42: CCCN1[C@H](C(=O)NCCCN(C)C)[C@@H](CO)[C@@H]2Cn3c(ccc(C4=CCCCC4)c3=O)[C@@H]21
43: CCOC(=O)NC(Nc1nnc(C)s1)(C(=O)OCC)C(F)(F)F (stereo unspecified)
44: Cc1ccc(NCc2ccc(Cl)nc2)c(NCc2ccc(Cl)nc2)c1
45: O=C(CS(=O)(=O)c1cn(Cc2ccc(F)cc2)c2ccccc12)N1CCOCC1
46: N#Cc1cncc(C#Cc2ccccc2)c1
47: C[C@@H]1CCCCO[C@H](CN(C)S(=O)(=O)c2ccc(F)cc2)[C@@H](C)CN([C@@H](C)CO)C(=O)c2cc(NC(=O)Nc3ccc4c(c3)OCO4)ccc2O1
48: O=C(O)c1c(NC(=O)c2cccc3ccccc23)sc2c1CCC2
49: CC(C)C#Cc1cnc2c(c1)C(=O)N([C@H](C)CO)C[C@@H](C)[C@@H](CN(C)Cc1ccccc1F)O2
50: Cn1c(=O)n(C)c2cc(NC(=O)c3cc4ccccc4o3)ccc21

screen / no.	41	42	43	44	45	46	47	48	49	50
CFTR F508del cor	0.0	-0.2	/	0.2	2.4	-0.8	-2.0	/	-1.1	/
GSIS activator	12	10	/	-16	-7	28	32	/	-11	/
FN deposition inh	1	/	/	0	0	-2	4	14	0	11
C2C12 statin	-5	-5	2	6	3	2	/	0	5	11
miR122 inh	5	2[16.7 µM]	0	2	-3	/	1[16.7 µM]	6	12[16.7 µM]	-3
PglD inh	-3	-4	1	/	14	/	-4	-7	-2	4
PGC1a acetyl inh	-2	/	6	-11	-12	/	8	-1	-18	-22
Cneo AK release	0	-7	1	/	-1	/	-4	1	11	-1

51: CCc1nc2c(OCc3cccc(Cl)c3)cccn2c1N(C)C(=O)C1CC1
52: Nn1c(SCC(=O)NCCC2=CCCCC2)nnc1C1CCCCC1
53: O=C(O)Cn1nnnc1SCC(=O)Nc1ccc(OC(F)(F)F)cc1
54: COc1ccccc1-c1cnc2c(c1)C(=O)N([C@H](C)CO)C[C@@H](C)[C@H](CN(C)CC1CCOCC1)O2
55: CSC(=S)N/N=C(\C)c1ccc(Br)cc1
56: Cc1ccc(S(=O)(=O)Nc2cccc3c2O[C@@H](CN(C)C(=O)Nc2ccc(C(F)(F)F)cc2)[C@@H](C)CN([C@H](C)CO)C3=O)cc1
57: C[C@H](CO)N1C[C@H](C)[C@@H](CN(C)S(=O)(=O)c2cn(C)cn2)OCCCC[C@H](C)Oc2ccc(NC(=O)CCCCCC(=O)Nc3ccccc3N)cc2C1=O
58: O=C(COc1ccccc1)NC1CCN(Cc2ccccc2)CC1

screen / no.	51	52	53	54	55	56	57	58
CFTR F508del cor	/	/	/	-0.6	-0.7	-0.1	-1.0	/
GSIS activator	/	10	/	10	4	-27	3	13
FN deposition inh	/	-1	/	/	-5	1	/	/
C2C12 statin	-12	-7	15	-4	/	-22	/	-9
miR122 inh	-14	-6	0	-3[16.7 µM]	/	12[16.7 µM]	1[16.7 µM]	-2
PglD inh	4	8	1	-2	1	3	-2	/
PGC1a acetyl inh	/	-3	2	12	/	4	9	13
Cneo AK release	1	11	-4	0	1	-1	-4	/
